POLH inh: qHTS for Inhibitors of Polymerase Eta. DNA polymerase eta (Homo sapiens), Q9Y253. recombinant Pol eta, fluorescent DNA replication assay. Potency, µM (titrated, usually from 114 µM), without a hit: at the top dose activity change, negative = inhibition, most hits filed as inhibitors. actives 1.2% (n = 390,000); also: potency is read from the fitted curve at half-maximal effect; % is scaled to controls: 0 for no effect and ±100 for the full control effect
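Pol eta (10 nM) was preincubated with compounds for 15 min at room temperature, after which fluorescent replication substrate (50 nM final) was added to start the reaction. Fluorescence was read kinetically at 0 and 10 min.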
LDHA inh: qHTS assay for inhibitors of human lactate dehydrogenase; actives 0.15% (n = 480,000); purified LDHA, NADH/diaphorase-resazurin fluorescence; active compounds read low; activity change, % (values are at about 110 or 230 µM); AID 1347041, 2019; in the data active = activity change below about -30%; inconclusive = mostly about -25% to -30%;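 also: plate controls were DMSO wells for no effect and wells without enzyme for full effect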
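Resorufin fluorescence (ex540/em590), read at 0 and 20 min after diaphorase/resazurin addition, reports the NADH left after a 5 min room-temperature reaction of 2 nM human LDH5 with 0.06 mM NADH and 0.2 mM pyruvate.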
BLM inh: qHTS Assay for Inhibitors of Bloom's syndrome helicase (BLM). RecQ-like DNA helicase BLM (Homo sapiens), P54132. recombinant BLM DNA unwinding, fluorescence dequenching. Potency, µM (doses to about 56.1 µM), for inactives: at the highest dose activity change, negative = inhibition, actives largely listed as inhibitors. actives 0.2% (n = 350,000). AID 2528, 2010;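 also: potency is read from the fitted curve at half-maximal effect; plate controls were vehicle for no effect and no enzyme for full effect; nearly all actives have a fitted effect of over 35% in size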
POLB inh: qHTS Assay for Inhibitors of DNA Polymerase Beta; P06746; Pol beta primer extension/strand displacement, fluorescence kinetic; Potency, µM (top dose mostly 114 µM), for inactives: at the highest dose activity change, negative = inhibition, most hits filed as inhibitors; actives 1.3% (n = 340,000); AID 485314, 2010; also: potency is read from the fitted curve at half-maximal effect; % is scaled to controls: 0 for no effect and ±100 for the full control effect
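Values derive from four-parameter Hill fits of normalized kinetic data: reads at 0 and 10 min following addition of 50 nM substrate to 10 nM Pol beta preincubated 15 min with compound.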
GRP78 ERSR act: qHTS for Inducers of the Endoplasmic Reticulum Stress Response (ERSR) in Human Glioma: qHTS; U87-MG GRP78 promoter luciferase reporter, 16 h; Potency, µM, without a hit: at the top dose activation, hits mostly activators; actives 0.02% (n = 420,000); AID 602332, 2012; also: potency is read from the fitted curve at half-maximal effect; series mostly up to about 76 µM; % of control where 0% means no effect; nearly all actives have a fitted effect of over 35% in size
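Stably transfected U87-MG glioma cells carrying a GRP78-based luciferase sensor; 16 h compound incubation. Luminescence end-point read 10 min after Bright-Glo addition at room temperature.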
APE1 inh: qHTS Assay for Inhibitors of the Human Apurinic/apyrimidinic Endonuclease 1 (APE1); DNA repair nuclease/redox regulator APEX1 (Homo sapiens), P27695; recombinant APE1, TAMRA/BHQ-2 abasic DNA cleavage fluorescence; Potency, µM (highest dose often 65.8 µM), for the others: top-dose activity change, negative = inhibition, hits mostly inhibitors; actives 0.35% (n = 350,000);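 also: potency is read from the fitted curve at half-maximal effect; plate controls were vehicle for no effect and reference inhibitor for full effect; nearly all actives have a fitted effect of over 55% in size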
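APE1 at 0.75 nM final was preincubated with compound 15 min at room temperature, then 50 nM double-stranded THF abasic-site substrate (5'-TAMRA/3'-BHQ-2) was added. Fluorescence (ex 525/em 598 nm) was read kinetically; third-minus-first read gave activity.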
Pol kappa inh: qHTS for Inhibitors of Polymerase Kappa. Potency, µM (highest dose often 107 µM), without a hit: top-dose activity, negative = inhibition, actives largely listed as inhibitors. AID 588579, 2011. purified Pol kappa, fluorescent DNA synthesis assay, 10 min. actives 0.53% (n = 400,000). DNA polymerase kappa (Homo sapiens), Q9UBT6; also: potency is read from the fitted curve at half-maximal effect; % is scaled to controls: 0 for no effect and ±100 for the full control effect
Target sequence (Q9UBT6 whole entry, looked up): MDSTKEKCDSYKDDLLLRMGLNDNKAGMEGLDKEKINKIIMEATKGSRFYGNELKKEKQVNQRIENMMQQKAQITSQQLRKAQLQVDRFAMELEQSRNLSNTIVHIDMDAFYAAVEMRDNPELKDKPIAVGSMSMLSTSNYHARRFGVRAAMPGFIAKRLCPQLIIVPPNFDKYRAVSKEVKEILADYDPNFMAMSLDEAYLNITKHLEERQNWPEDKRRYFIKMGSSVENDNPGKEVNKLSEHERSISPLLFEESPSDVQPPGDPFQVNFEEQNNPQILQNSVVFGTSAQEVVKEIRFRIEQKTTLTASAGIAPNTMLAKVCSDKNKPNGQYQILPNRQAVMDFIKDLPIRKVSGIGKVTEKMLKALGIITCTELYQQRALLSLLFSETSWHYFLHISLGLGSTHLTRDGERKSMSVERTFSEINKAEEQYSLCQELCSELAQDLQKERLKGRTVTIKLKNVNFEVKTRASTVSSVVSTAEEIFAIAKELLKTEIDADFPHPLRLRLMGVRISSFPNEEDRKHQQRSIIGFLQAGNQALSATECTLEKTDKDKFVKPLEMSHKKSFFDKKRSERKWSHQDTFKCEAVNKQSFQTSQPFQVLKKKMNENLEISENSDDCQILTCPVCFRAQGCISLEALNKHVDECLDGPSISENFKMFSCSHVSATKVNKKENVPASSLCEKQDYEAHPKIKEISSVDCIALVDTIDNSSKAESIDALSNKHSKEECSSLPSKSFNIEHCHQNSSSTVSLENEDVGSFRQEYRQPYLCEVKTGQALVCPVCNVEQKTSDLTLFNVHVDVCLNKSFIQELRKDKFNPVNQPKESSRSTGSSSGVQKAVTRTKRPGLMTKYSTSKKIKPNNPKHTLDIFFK
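Inhibition of 10 nM Pol kappa is measured by a fluorescent read-out at 0 and 10 min following addition of 50 nM substrate (final), with a 15-min room-temperature compound preincubation.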
POLI inh: qHTS for Inhibitors of Polymerase Iota | AID 588590, 2011 | Potency, µM (top dose mostly 115 µM), inactives show at the top dose activity, negative = inhibition, usual class: inhibitors | actives 1% (n = 390,000) | DNA polymerase iota (Homo sapiens), Q9UNA4 | Pol iota fluorescent replication assay, 10 min; also: potency is read from the fitted curve at half-maximal effect
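Fluorescent replication assay read twice, at 0 min and 10 min after adding 50 nM (final) substrate. Enzyme (10 nM) and compounds were first incubated 15 min at room temperature; enzyme-free buffer wells were negative controls.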
Apoferritin bind: qHTS Assay for Identification of Novel General Anesthetics; Ferritin light chain (Equus caballus), P02791; apoferritin/1-aminoanthracene competitive binding, fluorescence; Potency, µM (top dose mostly 77.5 µM), for inactives: at the highest dose activity change, negative = displacement, hits mostly inhibitors; actives 0.074% (n = 350,000); AID 485281, 2010; also: potency is read from the fitted curve at half-maximal effect; % is scaled to controls: 0 for no effect and ±100 for the full control effect; nearly all actives have a fitted effect of over 20% in size
Target sequence (P02791 2-175 limits assumed): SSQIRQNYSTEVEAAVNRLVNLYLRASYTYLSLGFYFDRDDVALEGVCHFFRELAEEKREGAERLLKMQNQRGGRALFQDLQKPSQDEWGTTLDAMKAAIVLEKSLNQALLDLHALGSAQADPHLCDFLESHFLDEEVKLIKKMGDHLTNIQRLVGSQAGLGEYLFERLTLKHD
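Steps: apoferritin (10 uM) was premixed with half-saturated 1-AMA in PBS, compounds were pin-transferred, plates stood 10 min at room temperature, fluorescence was read at 380/535 nm, and curves were fitted with a Hill equation.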
Starred values were filed as active, the others as inactive; u = inconclusive; x = no result given; & = joins results of further samples; [ ] = another dose, or the depositor's remark. Unless noted, calls follow the shape of the dose curve; as a rule, active = well fitted curve in the direction sought with a large enough effect; inconclusive = small, poorly fitted or top-dose-only effect, or another doubt; inactive = no such curve, though single readings can be large; an effect the other way counts as inactive or inconclusive. Not all compounds are listed; count on the stated rates, not on these rows.

SMILES	POLH inh	LDHA inh	BLM inh	POLB inh	GRP78 ERSR act	APE1 inh	Pol kappa inh	POLI inh	Apoferritin bind
CCC(=O)NNc1cc(=O)c2c(=O)n(C)c(=O)n(C)c2[nH]1	-14%	5	-1%	2%	-4%	-4%	2%	4%	-6%
O=C1c2ccccc2C(Nc2ccc(-c3nc4ccccc4[nH]3)cc2)N1Cc1ccco1 (centres undefined)	-14%	-3	-8%	-15%	-1%	-7%	11%	3%	-15%
COc1ccc(OC(C)C(=O)N2CCOCC2)cc1 (centres undefined)	-5%	1	-2%	-6%	-3%	-1%	3%	2%	-7%
COc1cc(C(=O)COC(=O)c2ccc([N+](=O)[O-])o2)cc(OC)c1OC	-3%	5	x	x	-2%	u	1%	5%	x
CCCC(=O)Nc1ccccc1-c1nnn(CC(=O)Nc2ccc(OCC)cc2)n1	-1%	-6	4%	17%	0%	-1%	-4%	9%	11%
COc1ccc([C@H]2C(C(=O)O)=C[C@@H](C(C)(C)C)N2S(=O)(=O)c2ccccc2)cc1	-16%	-8	x	x	-2%	48%[activator]	-28%	u	x
Clc1ccccc1-c1ccc2ncnc(NCCN3CCOCC3)c2c1	x	x	-6%	x	5%	2%	-6%[60.1 µM]	x	x
COc1ccc(C(=O)NNC(=S)NC(=O)c2ccc(OC)cc2)cc1	-5%	2	-5%	27%	-2%	u	15%	-5%	-16%
COc1cc2c(cc1OC)C(Cc1ccc(O)cc1)N(C)CC2 (centres undefined)	-3%	-3	-1%	23%	-6%	9%	-6%	8%	-10%
COc1ccc2[nH]c(C)c(CCNC(=S)Nc3ccccc3C)c2c1	-22%	-3	-1%	-3%	-1%	1%	-15%	-37%	-13%
Cc1c(C2=CCN(S(=O)(=O)c3cccc(Cl)c3)CC2)c2ccccc2n1CC(=O)N1CCCC1	-14%	3	-6%	8%	1%	x	3%	40%[activator]	-16%
Cc1ccc(C)c(S(=O)(=O)N(C)C2(C)CCS(=O)(=O)C2)c1 (centres undefined)	-22%	-7	x	x	-1%	15%	-8%	5%	x
CCOc1ccc(NC(=O)CS(=O)CC(=O)N(CC(=O)NC(C)(C)C)C2CCCC2)cc1 (centres undefined)	-8%	-8	-4%	0%	-4%	9%	-2%	25%	-11%
Cc1ccc(NC(=O)C(=O)NCCCN2CCOCC2)c(C)c1	-25%	-2	0%	1%	-2%	-1%	7%	19%	1%
CN1CC(=O)N(CC(=O)Nc2ccc(Cl)c(C(F)(F)F)c2)c2ccccc2C1=O	-15%	0	-2%	6%	-2%	x	-3%[60.1 µM]	34%[activator]	-5%
O=C(CCNC(=O)c1ccccc1Cl)Nc1ccccc1N1CCCC1	-19%	2	-7%	35%	-1%	-3%	2%	18%	-12%
CCOC(=O)CCCNC(=O)CSc1nc2ccc(OCC)cc2[nH]1	-4%	-11	-3%	3%	-7%	-4%	5%	76%[activator]	-11%
O=C(COC(=O)CCc1nc2ccccc2c(=O)[nH]1)Nc1ccccc1	-6%	-2	x	x	-4%	7%	-13%	-13%	x
O=C(COC(=O)/C=C/c1ccc2c(c1)OCO2)NCc1ccccc1	-7%	0	x	x	-4%	6%	18%	34%[activator]	x
CCc1cccc(C)c1NC(=O)CCn1c(=O)c2cccn2c2ccccc21	-16%	-6	-10%	2%	2%	x	0%	32%	2%
N#Cc1nc(-c2cccs2)oc1N1CCN(c2ccccc2)CC1	-15%	3&1	2%	-2%	-4%	-1%	-9%	36%[activator]	34%[activator]
COc1ccc(NC(=O)CCN2CCC(C)CC2)cc1	-2%	-7	0%	3%	-3%	0%	-13%	9%	-12%
O=C(COC(=O)CCC(=O)c1ccc(F)cc1)Nc1cccc(S(=O)(=O)N2CCOCC2)c1	-18%	-2	-6%	-13%	-2%	u	1%	12%	u
O=C(O)Cn1nnnc1SCC(=O)Nc1ccc(F)cc1F	-9%	0	3%	1%	-1%	9%	11%	-4%	-8%
CCc1ccc(C(=O)NNC(=O)c2c(CC)noc2C)cc1	-16%	-1	x	x	-1%	-11%	9%	9%	x

The closing 2 entries of the part above are carried over, then new ones follow.
SMILES	POLH inh	LDHA inh	BLM inh	POLB inh	GRP78 ERSR act	APE1 inh	Pol kappa inh	POLI inh	Apoferritin bind
O=C(O)Cn1nnnc1SCC(=O)Nc1ccc(F)cc1F	-9%	0	3%	1%	-1%	9%	11%	-4%	-8%
CCc1ccc(C(=O)NNC(=O)c2c(CC)noc2C)cc1	-16%	-1	x	x	-1%	-11%	9%	9%	x
Cc1ccc2c(COC(=O)c3ccccc3Br)cc(=O)oc2c1	-16%	-6	-3%	3%	2%	59%	1%	15%	-2%
CCCn1c(COc2ccccc2)nc2ccccc21	1%	-9	-2%	0%	0%	35%	0%	114%[activator]	-23%
O=C(NNC(=O)c1cc2ccccc2cc1O)Nc1ccc(F)cc1F	-15%	-3	-5%	u	-1%	-4%	u	u	5%
Cc1cccn2c(=O)c(/C=N/O)c(N3CCCCC3)nc12	-5%	-6	-1%	14%	-2%	-2%	-1%	16%	-11%
O=C(NCc1ccccc1Cl)C1CCN(S(=O)(=O)N2CCOCC2)CC1	-19%	0	-4%	-27%	-5%	-6%	1%	56%[activator]	-1%
Clc1ccc2nc(NC3=NCN(CCN4CCOCC4)CN3)nc(-c3ccccc3)c2c1	x	x	3%	1%	x	5%	x	x	-13%
COc1ccccc1Nc1nc(Cl)c(C=O)s1	-25%	-3	-5%	0%	8%	-4%	-9%	51%[activator]	-12%
O=C(Nc1cccc2ncccc12)c1cc([N+](=O)[O-])ccc1Cl	-2%	3	-5%	42%	-2%	-8%	-4%	20%	2%
CCOC(=O)c1ccc(NC(=O)CNC(=O)C23CC4CC(CC(C4)C2)C3)cc1	-7%	-2	-1%	-6%	-2%	-1%	-23%	14%	u
Cc1ccc(N2C(=O)N(CC(=O)Nc3ccc(F)c(F)c3)C(=O)C2C)cc1 (centres undefined)	-25%	-2	x	x	5%	14%	-3%	25%	x
CCC1CCc2sc(C(=O)NCC(c3ccccc3OC)N3CCCC3)cc2C1 (centres undefined)	u	-17	x	x	-4%	1%	-3%	10%	x
CCN(C(=S)Nc1cccnc1)c1ccccc1	-21%	-2	-3%	7%	-4%	5%	0%	151%[activator]	-5%
C=CCCN(Cc1ccccc1)S(=O)(=O)c1cc(Br)ccc1Br	-19%	-3	x	x	-3%&-2%	-13%	2%&-10%	-13%&16%	x
CN(Cc1ccccc1)C(=O)Cn1c(=O)oc2cc(S(=O)(=O)N3CCCC3)ccc21	u	-10	-2%	18%	-3%	5%	-23%	6%	-17%
Cc1ccc2[nH]c(=O)c(CN(Cc3cccs3)C(=S)NCC3CCCO3)cc2c1 (centres undefined)	-16%	0	-8%	-13%	-6%	1%	-9%	15%	u
O=C(COc1ccc(Cl)cc1)Nc1ccc2oc(-c3ccncc3)nc2c1	-9%	2&-1	-7%	2%	-5%	-3%	6%	13%	-9%
CN(C)CCCNc1cc(N2CCN(C3CCCCC3)CC2)c2noc3c2c1C(=O)c1ccccc1-3	u	26	36%[activator]	-22%	-4%	x	-20%	41%[activator]	u
O=S(=O)(c1ccccc1)N1N=C(c2cccs2)CC1c1cccc(O)c1 (centres undefined)	-6%	-1	-7%	-19%	2%	-23%	-1%	7%	-15%
O=S(=O)(NC1=NCCCCCC1)c1cccs1	-5%	-12	-7%	23%	-4%	-1%	0%	-7%	-13%
COc1ccc(NC(=O)Cn2c(=O)n(-c3ccccc3)c(=O)c3c4c(sc32)CCCC4)cc1	-16%	0	-4%	-8%	-3%	x	-5%	24%	-3%
O=c1c2cc(Br)cc(Br)c2oc2nc3n(c(=O)c12)CCCS3	x	x	-5%	u	x	2%	x	x	-13%
NC(=S)N/N=C/C=C/c1ccccc1	u	-7	-1%	u	1%	17%	-2%	12%	-1%
CC1CC(C)CN(C(=O)c2ccc(S(=O)(=O)N3CCCC3)cc2)C1 (centres undefined)	-8%	0	0%	0%	-7%	10%	0%	2%	-21%

An excerpt of these results, with values under each structure:
Each structure is followed by: POLH inh	LDHA inh	BLM inh	POLB inh	GRP78 ERSR act	APE1 inh	Pol kappa inh	POLI inh	Apoferritin bind
Cc1ccc2c(COC(=O)c3ccccc3Br)cc(=O)oc2c1
    -16%	-6	-3%	3%	2%	59%	1%	15%	-2%
O=C(NNC(=O)c1cc2ccccc2cc1O)Nc1ccc(F)cc1F
    -15%	-3	-5%	u	-1%	-4%	u	u	5%
COc1ccc([C@H]2C(C(=O)O)=C[C@@H](C(C)(C)C)N2S(=O)(=O)c2ccccc2)cc1
    -16%	-8	x	x	-2%	48%[activator]	-28%	u	x
O=C(Nc1cccc2ncccc12)c1cc([N+](=O)[O-])ccc1Cl
    -2%	3	-5%	42%	-2%	-8%	-4%	20%	2%

One compound at a time (already shown).
`O=C(CCNC(=O)c1ccccc1Cl)Nc1ccccc1N1CCCC1` reads POLH inh: -19%; LDHA inh: 2; BLM inh: -7%; POLB inh: 35%; GRP78 ERSR act: -1%; APE1 inh: -3%; Pol kappa inh: 2%; POLI inh: 18%; Apoferritin bind: -12%
`CCCC(=O)Nc1ccccc1-c1nnn(CC(=O)Nc2ccc(OCC)cc2)n1` reads POLH inh: -1%; LDHA inh: -6; BLM inh: 4%; POLB inh: 17%; GRP78 ERSR act: 0%; APE1 inh: -1%; Pol kappa inh: -4%; POLI inh: 9%; Apoferritin bind: 11%

Assay outcomes deposited in PubChem BioAssay by National Center for Advancing Translational Sciences (NCATS).
